Screens as filed in PubChem BioAssay.
CatB inh = blocks human cathepsin B protease activity; inhibition, %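 (tested at 10 µM)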; P07858; purified cathepsin B, fluorogenic substrate, fluorescence; 63,000 compounds, 0.1% hits; in the data active = inhibition above about 21%;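 also: 0% = enzyme with no compound and 100% = no enzyme blank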
C1s block = blocks human complement C1s protease activity. purified C1s, fluorogenic AMC substrate, pooled mixtures. mean inhibition % of two 10-compound mixtures (hits give high values), % at 5 µM (by protocol). 62,000 compounds, 0.16% hits;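 active = inhibition above 20% in each of the two 10-compound mixture wells holding the compound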;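 also: 0% = enzyme wells lacking compound mixture and 100% = no-enzyme blank wells; some compounds called inactive have numbers as strong as hits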
ROCK2 blocker = blocks human Rho kinase 2 activity; 60,000 compounds, 0.35% hits; inhibition, % at 6 µM; purified ROCK2, Kinase-Glo ATP depletion luminescence;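 active = inhibition above the screen-wide mean inhibition plus 3 SD, cut at about 18% in these data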;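 also: plate controls were DMSO wells for no effect and Y-27632 control wells after no-enzyme background subtraction for full effect; many of its hits are not listed in these tables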
Target sequence (O75116 whole entry, looked up): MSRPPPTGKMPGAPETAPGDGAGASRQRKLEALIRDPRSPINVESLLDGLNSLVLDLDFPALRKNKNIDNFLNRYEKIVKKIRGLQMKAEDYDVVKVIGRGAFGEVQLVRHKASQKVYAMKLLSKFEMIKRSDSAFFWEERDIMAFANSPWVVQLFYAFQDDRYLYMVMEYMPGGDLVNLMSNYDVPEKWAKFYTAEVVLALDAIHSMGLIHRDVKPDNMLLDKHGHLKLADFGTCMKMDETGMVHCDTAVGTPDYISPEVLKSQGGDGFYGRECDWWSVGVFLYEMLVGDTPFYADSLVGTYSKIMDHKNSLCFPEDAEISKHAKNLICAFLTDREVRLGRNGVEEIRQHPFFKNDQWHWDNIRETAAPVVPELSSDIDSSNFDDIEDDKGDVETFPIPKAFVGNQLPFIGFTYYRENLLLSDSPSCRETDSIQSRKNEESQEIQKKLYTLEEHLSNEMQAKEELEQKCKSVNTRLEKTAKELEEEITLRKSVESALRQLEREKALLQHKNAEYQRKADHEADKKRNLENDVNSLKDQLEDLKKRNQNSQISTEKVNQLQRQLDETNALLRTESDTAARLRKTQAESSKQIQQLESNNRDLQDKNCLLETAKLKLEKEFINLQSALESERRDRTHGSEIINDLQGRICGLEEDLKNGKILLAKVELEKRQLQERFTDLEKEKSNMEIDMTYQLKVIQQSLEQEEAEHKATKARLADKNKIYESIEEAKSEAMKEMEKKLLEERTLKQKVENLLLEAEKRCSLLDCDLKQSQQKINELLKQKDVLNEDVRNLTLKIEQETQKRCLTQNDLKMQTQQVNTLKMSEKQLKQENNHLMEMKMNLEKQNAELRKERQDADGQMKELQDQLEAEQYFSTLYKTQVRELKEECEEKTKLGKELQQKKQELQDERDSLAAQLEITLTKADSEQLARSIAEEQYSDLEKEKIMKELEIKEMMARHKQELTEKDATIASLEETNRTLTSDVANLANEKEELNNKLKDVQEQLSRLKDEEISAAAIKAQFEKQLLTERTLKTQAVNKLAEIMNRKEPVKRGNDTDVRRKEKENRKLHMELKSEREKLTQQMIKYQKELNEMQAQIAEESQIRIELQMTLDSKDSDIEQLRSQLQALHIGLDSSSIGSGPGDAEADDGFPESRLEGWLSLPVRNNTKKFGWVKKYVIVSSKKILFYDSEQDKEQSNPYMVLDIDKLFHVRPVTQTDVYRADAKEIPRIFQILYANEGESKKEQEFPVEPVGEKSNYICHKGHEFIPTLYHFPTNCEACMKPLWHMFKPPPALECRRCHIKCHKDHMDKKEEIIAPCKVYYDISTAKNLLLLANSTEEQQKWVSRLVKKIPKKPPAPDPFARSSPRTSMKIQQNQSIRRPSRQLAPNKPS
CatB mixtures = inhibitors of human cathepsin B in compound mixtures | Purified cathepsin B, AMC dipeptide fluorescence | inhibition, %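 (ten-compound pools at 5 µM per compound and 50 µM total)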 | 62,000 compounds, 0.06% hits; in the data active = inhibition above about 22%, passing the limit was not always enough; inconclusive = no clear call, values can overlap the other calls;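 also: 0% = enzyme without compound and 100% = no enzyme blank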
CatS block = human cathepsin S inhibition. recombinant cathepsin S, AMC dipeptide fluorescence, pooled mixtures. inhibition, %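 (tested at 5 µM per compound within 10-compound mixtures)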. 62,000 compounds, 0.06% hits. AID 501; in the data active = inhibition above about 32%, passing the limit was not always enough; inconclusive = no clear call, values can overlap the other calls;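 also: 0% = enzyme without compound and 100% = blank without enzyme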
HER2 expr 66K = lowers expression of human Her2 kinase; P04626; SKBR-3 HER2 protein level, AlphaScreen, 18-24 h; hits give low values; HER2 level % of control, % at 10 µM; 65,000 compounds, 0.69% hits; AID 645;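 active = HER2 level under 5% of the carrier-only control; inconclusive = no clear call, values can overlap the other calls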;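 also: 100% = DMSO carrier and 0% = 500 nM PU-H71 HSP90 inhibitor; lower value means stronger loss of Her2 protein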
CatL inh = blocks human cathepsin L protease activity | P07711 | purified cathepsin L, fluorogenic substrate, fluorescence | inhibition, %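 (tested at 10 µM)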 | 58,000 compounds, 0.17% hits; in the data active = inhibition above about 45%;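 also: 0% = enzyme with no compound and 100% = no enzyme blank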
PKA kinase inh = blocks human protein kinase A activity | 65,000 compounds, 0.1% hits | PKA Kemptide phosphorylation, Kinase-Glo ATP luminescence | AID 524 | inhibition, % at 6 µM;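 active = inhibition above the screen-wide mean inhibition plus 3 SD, cut at about 21% in these data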; also: many of its hits are not listed in these tables
CatG inh = blocks human cathepsin G enzyme activity; 62,000 compounds, 0.2% hits; purified enzyme, AMC-tetrapeptide fluorescence, pooled mixtures; AID 581; P08311; inhibition, % at 5 µM (by protocol);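 active = inhibition above 20% in each of the two mixture wells holding the compound; inactive = inhibition of 20% or less in either well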;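 also: 0% = enzyme control without mixture and 100% = blank lacking enzyme; strong numbers were not always called active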
Starred values were filed as active, the others as inactive; ? = inconclusive; nt = not tested or not shown. An excerpt, so the mix of outcomes need not match the whole.

SMILES	CatB inh	C1s block	ROCK2 blocker	CatB mixtures	CatS block	HER2 expr 66K	CatL inh	PKA kinase inh	CatG inh
COC(=O)CC1C(=O)NCCN1C(=O)c1ccccc1 (stereo not given)	3	-1	5	3	-3	102	-9	6	-11
Cn1cc(CNC(=O)C2c3ccccc3Oc3ccccc32)cn1	3	-3	0	0	34	84	15	0	-3
Cc1cccc(C)c1NC(=O)CS(=O)CC(=O)NC1CCCc2ccccc21 (stereo not given)	2	4	2	-7	7	101	2	8	7
COc1ccc(CCC(=O)Nc2nc3c(s2)CN(C)CC3)cc1OC	1	11	109*	6	-4	89	3	-1	10
C#CCOc1nc(OCC#C)nc(OCC#C)n1	0	14	-2	1	2	82	7	-6	8
CCCNS(=O)(=O)c1ccc(CCC(=O)N2CCOCC2)cc1	4	12	2	2	-2	130	-6	4	10
Cn1c(=O)[nH]c(=O)c2c1nc(Br)n2CCCO	5	-32	0	3	10	114	-5	5	-9
CCOC(=O)c1ccc2nc3c(cc2c1)CCS3	1	-29	nt	8	17	99	20	-2	3
CCCOC(=O)c1ccc(Oc2c(-c3ccc(OC)cc3O)n[nH]c2C)cc1	3	-3	-9	1	21	86	-3	-7	1
COc1ccc(NC(=O)c2ccc(S(=O)(=O)N(C)C)cc2)cc1OC	2	1	nt	1	2	104	nt	10	-1
CN(C)c1nc(N)nc(-c2ccco2)n1	2	2	-2	38	2	109	0	5	-1
CCOc1ccc(NC(=O)c2ccc3c(c2)N(Cc2ccc(F)cc2)C(=O)CS3=O)cc1 (stereo not given)	2	-10	2	-5	5	59	-1	-1	5
CCOC(=O)c1csc(NC(=O)c2ccc(S(=O)(=O)N(C)C)cc2)n1	0	20	nt	3	6	197	15	10	9
Cc1ccc(C2=N/C(=C/N3CCOCC3)C(=O)O2)cc1	5	4	3	-6	9	120	6	8	6
Cc1onc(-c2c(Cl)cccc2Cl)c1C(=O)Nc1ccc2c(c1)OCCO2	4	-4	6	4	17	85	27	8	-7
O=C(CN(CC(=O)N1CCOCC1)S(=O)(=O)c1ccc(Br)s1)N1CCOCC1	1	23	nt	4	-5	70	-5	-5	11
CCc1nnc(NC(=O)CCC(=O)N2CCN(Cc3cc(F)ccc3OC)CC2)s1	1	4	5	-2	-4	84	nt	3	9
CCOC(=O)c1c(NC(=O)CN2CCOCC2)sc2c1CCCC2	0	8	-3	5	12	74	18	-7	8
COc1cc2[nH]c(=O)n3nc(-c4ccccc4)nc3c2cc1OC	0	-3	nt	0	11	78	-10	10	5
O=C(CSc1nnnn1Cc1ccccc1)NCCc1ccccc1	-2	5	4	-3	-2	55	-5	7	3

Three compounds already listed, ordered by their value in CatS block, largest number first:
SMILES	CatB inh	C1s block	ROCK2 blocker	CatB mixtures	CatS block	HER2 expr 66K	CatL inh	PKA kinase inh	CatG inh
CCOC(=O)c1c(NC(=O)CN2CCOCC2)sc2c1CCCC2	0	8	-3	5	12	74	18	-7	8
Cn1c(=O)[nH]c(=O)c2c1nc(Br)n2CCCO	5	-32	0	3	10	114	-5	5	-9
O=C(CSc1nnnn1Cc1ccccc1)NCCc1ccccc1	-2	5	4	-3	-2	55	-5	7	3

The results go on:
SMILES	CatB inh	C1s block	ROCK2 blocker	CatB mixtures	CatS block	HER2 expr 66K	CatL inh	PKA kinase inh	CatG inh
COc1ccc(Cc2nnc(SCC(=O)NC(C)c3ccccc3)o2)cc1 (stereo not given)	3	2	-1	0	13	115	12	-4	1
Cc1csc2ncc(C(=O)NCc3ccccc3Cl)c(=O)n12	-2	-16	5	-2	3	77	nt	3	3
CCCCC(c1nnnn1CC1CCCO1)N1CCN(c2cc(Cl)ccc2C)CC1 (stereo not given)	2	-86	2	-3	?	108	-3	6	-20
Cc1ccc(SCC(=O)NCCN2C(=O)CSC2=O)c(C)c1	2	-2	nt	-8	12	98	0	3	8
N#C/C(=C(/O)CN1CCOCC1)c1nc2ccccc2s1	6	1	8	5	9	86	1	11	-7
Cc1c(Cl)cccc1Nc1nc(N)nc(CSCCO)n1	1	-1	0	5	-3	115	-10	0	9
Cc1nc2oc3c(NCc4ccccc4)ncnc3c2c2c1COC(C)(C)C2	0	-43	6	-7	-8	76	7	12	-3
Cc1ccc(NC(=O)CSC(N)=O)cc1Cl	4	-8	5	2	-4	157	-2	3	-10
Cc1cc(NC(=O)CN2CCc3ccccc3C2)nc2c1c(=O)oc1ccccc12	7	-39	3	0	43	75	20	5	8
CCOC(=O)Nc1nnc(-c2ccc(OC)c(OC)c2)s1	-3	-40	2	2	-11	114	-34	5	-7
COc1ccc(CNC(=O)c2c(O)c3cccc4c3n(c2=O)CCC4)cc1OC	5	1	3	0	10	82	8	8	5
O=C(NCc1cccs1)C1CCCN(S(=O)(=O)c2cccc3cccnc23)C1 (stereo not given)	-1	9	-8	2	-1	96	-10	-13	10
CCN1C(=O)C2(C(C(=O)c3ccc(C)o3)=C(O)C(=O)N2CCCN2CCOCC2)c2ccccc21 (stereo not given)	3	9	-6	3	4	94	-1	-10	11
Cc1nc2sccn2c(=O)c1CCN1CCC(=C(c2ccccc2)c2ccc(F)cc2)CC1	-4	-7	2	-4	-3	90	-9	-1	0
O=C(Cn1nc(Cc2cccnc2)c2ccccc2c1=O)N1CCN(C(=O)c2ccco2)CC1	2	15	0	7	2	98	nt	2	8
OC(C#CCN1CCCCC1)c1ccccc1 (stereo not given)	3	16	5	6	-4	110	3	5	12
CCOC(=O)c1c(NC(=O)CSc2nc3c(c(=O)n(C)c(=O)n3C)n2CC)sc(C)c1C	0	-25	8	-3	-6	16	2	8	7
CCOC(=O)N1CCN(c2ccc(S(=O)(=O)N(Cc3ccccc3)Cc3ccccc3)cn2)CC1	-1	8	-3	2	-3	73	4	-5	11
Cc1sc2nc(C3CC3)nc(SCC(=O)NCc3ccco3)c2c1C	-1	-89	-2	-8	-21	61	-1	4	-27
Cc1ccc(-c2nn3c(C)nnc3s2)cc1NC(=O)C(C)C	-2	15	-2	5	9	80	nt	4	15
O=C(CCN1CCOCC1)Nc1ccc2c(c1)N(C(=O)CN1CCOCC1)c1ccccc1CC2	2	7	2	1	18	120	10	4	9
CCOCCn1c(-c2ccc(OC)cc2)nc2ccccc21	9	15	5	3	3	77	16	7	10
COc1ccc(OC)c(-n2c(SCC(=O)N3CCc4ccccc43)nc3c(c2=O)SCC3)c1	-1	7	6	0	4	89	-5	3	10
COc1ccc(-c2nnc(SCC(=O)Nc3ncc(C)s3)n2-c2ccccc2)cc1OC	4	-8	1	-1	-2	65	8	12	7
CCOc1ccccc1NC(=O)C1CCN(S(=O)(=O)c2c(C)nn(C)c2C)CC1	5	12	0	4	-2	95	2	2	9
O=S(=O)(c1ccccc1)c1nc(-c2ccccc2)oc1NCc1cccnc1	2	-11	-2	-1	14	107	19	-6	2
O=C(c1cccc(F)c1)N1CCN(Cc2ccco2)CC1	11	-5	4	3	1	131	nt	7	0
O=C(c1ccc(C(=O)N2CCCc3ccccc32)nc1)N1CCCc2ccccc21	3	-11	1	-1	10	138	10	2	-7
O=C(CN1C(=O)CSc2ccccc21)Nc1ccc2c(c1)OCCO2	2	-41	nt	-2	-6	96	-1	1	-7
CC(=O)Nc1nnc(SCC(=O)NCCOc2ccccc2)s1	6	3	3	2	-4	99	1	9	5
CCOc1ccc(NC(=O)c2nn(C)cc2Br)cc1	4	nt	2	nt	nt	135	20	6	nt
CCCCCCC1/C(=N/O)CCC1C(=O)OC (stereo not given)	4	27	1	1	14	94	2	6	1
CCOC(=O)N1CCC(N2CC34C=CC(O3)C(C(=O)Nc3ccc(C(C)C)cc3)C4C2=O)CC1 (stereo not given)	0	1	4	2	-5	131	-9	8	6
O=C(NC1CCS(=O)(=O)C1)c1ccc(S(=O)(=O)NCC2CCCO2)cc1 (stereo not given)	0	-2	0	-2	7	121	7	5	10
Cc1ccc(S(=O)(=O)C(C#N)c2nc3ccccc3nc2N2CCC(C)CC2)cc1 (stereo not given)	2	7	2	8	1	56	-18	2	3
Cn1c(/C=C/N2CCOCC2)c(C(=O)c2ccc(Br)cc2)c(=O)n(C)c1=O	3	0	10	-4	-1	47	nt	8	9
Cc1cccc(-n2c(SCCC(=O)O)nnc2-c2cccs2)c1C	2	-5	6	0	1	89	16	7	6
O=c1[nH]c2ccccc2nc1C(F)(F)C(F)F	-2	12	3	4	?	103	nt	0	8
Cc1cc(C(F)(F)F)nn1CC(=O)NCC1CCCO1 (stereo not given)	2	nt	-8	nt	nt	86	16	4	nt
COc1ccc(OCc2nnc(SCC(=O)O)n2N)cc1	-1	-27	nt	-2	-4	108	-7	7	4

Just ROCK2 blocker and CatG inh (two entries from above):
canonical_smiles | ROCK2 blocker | CatG inh
COc1ccc(OC)c(-n2c(SCC(=O)N3CCc4ccccc43)nc3c(c2=O)SCC3)c1 | 6 | 10
O=C(c1ccc(C(=O)N2CCCc3ccccc32)nc1)N1CCCc2ccccc21 | 1 | -7

3 entries drawn at random from those above, as already listed:
SMILES	CatB inh	C1s block	ROCK2 blocker	CatB mixtures	CatS block	HER2 expr 66K	CatL inh	PKA kinase inh	CatG inh
Cc1cc(C(F)(F)F)nn1CC(=O)NCC1CCCO1 (stereo not given)	2	nt	-8	nt	nt	86	16	4	nt
COc1ccc(-c2nnc(SCC(=O)Nc3ncc(C)s3)n2-c2ccccc2)cc1OC	4	-8	1	-1	-2	65	8	12	7
O=C(CCN1CCOCC1)Nc1ccc2c(c1)N(C(=O)CN1CCOCC1)c1ccccc1CC2	2	7	2	1	18	120	10	4	9

The list goes on:
SMILES	CatB inh	C1s block	ROCK2 blocker	CatB mixtures	CatS block	HER2 expr 66K	CatL inh	PKA kinase inh	CatG inh
CC(=O)Nc1ccc2nc(-c3ccccn3)[nH]c2c1	-1	10	-7	3	-5	116	-9	-1	7
CC(=O)c1c(N2CCCCC2)nc(=O)n(-c2ccccc2)c1C	-6	5	3	3	5	101	0	7	0
Cn1c(N2CCN(c3ccccn3)CC2)nc2c1c(=O)n(Cc1ccccc1Cl)c(=O)n2C	-4	nt	7	nt	nt	128	5	4	nt
COc1ccc(CNC(=O)CN(CC2CCCO2)C(=O)CNS(=O)(=O)c2ccc(C)cc2)cc1 (stereo not given)	-1	2	2	-1	2	97	-1	9	-7
Cc1noc(C)c1CSc1nnc2sc3ccccc3n12	-1	-7	-2	-5	3	122	5	13	-1
CC(=O)C(Sc1nc(NC(C)(C)C)nc(N(C)C)n1)C(C)=O	-2	4	nt	-2	3	114	nt	9	3
CCOc1ccc(NC(=O)N(CCN(C)C)C(C)c2ccncc2)cc1 (stereo not given)	1	4	-5	3	2	102	-2	-5	-1
CC(=O)N1CCN(c2ccccc2NC(=O)c2cc(Br)ccc2Cl)CC1	2	9	7	1	1	102	1	8	-4
Cc1ccc(-c2nc3ccccc3o2)cc1NC(=O)c1ccc2c(c1)OCO2	-3	-43	5	-5	-5	68	8	10	-13
